mIDH1 inhibitor = blocks human mutant IDH1 R132H enzyme; IDH1-R132H enzyme, NADPH consumption, diaphorase/resazurin fluorescence; Potency, µM (highest dose often 76.6 µM), inactives show at the top dose activity change, negative = inhibition, hits mostly inhibitors; hit rate 0.093% among 390,000; AID 602179; also: potency is read from the fitted curve at half-maximal effect; % is scaled to controls: 0 for no effect and ±100 for the full control effect; nearly all actives have a fitted effect of over 65% in size
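IDH1-R132H (0.5 ug/mL) preincubated 30 min with compound, then NADPH (0.016 mM) and alpha-KG (2 mM) added; 80 min at RT, pH 7.5. Remaining NADPH coupled via diaphorase/resazurin to fluorescence (540/590 nm); concentration-response curves normalized to no-enzyme control.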
LDHA inh = LDHA (human) enzyme inhibition. P00338. purified LDHA, NADH/diaphorase-resazurin fluorescence; stronger effect = lower value. activity change, % (values are at about 110 or 230 µM). AID 1347041. hit rate 0.15% among 480,000; in the data active = activity change below about -30%; inconclusive = mostly about -25% to -30%;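 also: plate controls were DMSO wells for no effect and wells without enzyme for full effect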
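Human LDH5 (2 nM) was incubated with 0.06 mM NADH and 0.2 mM pyruvate for 5 min at room temperature in Tris pH 7.4. Remaining NADH was coupled through diaphorase/resazurin, and resorufin fluorescence was read at 0 and 20 min.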
Vif-APOBEC3F blk = Vif-A3F binding inhibition; Potency, µM (series often up to 46.1 µM), for inactives: at the highest dose activity, negative = active; hit rate 0.2% among 390,000; AID 602313; HeLa A3F-eYFP + Vif (tagged APOBEC3F with the HIV-1 protein that degrades it), YFP fluorescence increase; also: potency is read from the fitted curve at half-maximal effect; % of control where 0% means no effect; nearly all actives have a fitted effect of over 65% in size
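HeLa cells stably expressing A3F-eYFP plus Vif, plated and incubated overnight at 37 deg C, then exposed to compounds overnight at 37 deg C. Blocked degradation read as raised yellow fluorescence (Ex 488/Em 500-530).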
PI4K2A inh = PI4K2A (human) kinase inhibition. Q9BTU6. purified PI4K2A, ADP-Glo luminescence, 1 h; stronger effect = lower value. activity change, negative = inhibition, % at 76.9 µM. hit rate 0.13% among 420,000. AID 1346378; in the data active = activity change below about -50%; inconclusive = mostly about -30% to -49%;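 also: -100% = wells without enzyme as full effect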
Target sequence (Q9BTU6 whole entry, looked up): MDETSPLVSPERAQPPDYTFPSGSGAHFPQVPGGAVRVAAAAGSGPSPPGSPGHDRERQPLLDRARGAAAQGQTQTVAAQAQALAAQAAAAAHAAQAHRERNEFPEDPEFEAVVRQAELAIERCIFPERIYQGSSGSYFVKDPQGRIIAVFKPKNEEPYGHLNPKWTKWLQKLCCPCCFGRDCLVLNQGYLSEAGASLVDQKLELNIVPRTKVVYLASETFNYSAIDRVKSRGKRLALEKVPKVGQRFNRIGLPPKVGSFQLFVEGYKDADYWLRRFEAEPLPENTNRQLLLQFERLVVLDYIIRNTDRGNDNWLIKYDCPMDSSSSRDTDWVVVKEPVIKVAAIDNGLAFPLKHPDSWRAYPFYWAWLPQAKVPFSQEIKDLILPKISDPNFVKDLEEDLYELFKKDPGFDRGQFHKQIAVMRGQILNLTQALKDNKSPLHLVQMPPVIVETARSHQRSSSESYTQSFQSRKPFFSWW
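In this quantitative HTS, ADP production by PI4K2A was quantified luminescently after 1 h at ambient temperature; 100 microM adenosine served as plate-quality control.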
USP1-UAF1 inh = USP1/UAF1 (human) deubiquitinase inhibition | O94782 | recombinant USP1/UAF1, Ub-Rhodamine cleavage fluorescence | Potency, µM (highest dose often 57.1 µM), for inactives: at the highest dose activity change, negative = inhibition, most hits filed as inhibitors | hit rate 0.23% among 390,000 | AID 743255; also: potency is read from the fitted curve at half-maximal effect; % is scaled to controls: 0 for no effect and ±100 for the full control effect; nearly all actives have a fitted effect of over 60% in size; inactives centre near -12
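1 nM enzyme complex + cpd, 15 min RT; start with Ub-Rho 150nM final; kinetic fluorescence ex 480/em 540, 6 reads q60 s. Buffer 50mM HEPES pH 7.8, 0.5mM EDTA, 0.1 mg/ml BSA, 1mM TCEP, 0.01% Tween-20.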
Glioma ERSR ind = inducers of ER stress response in human glioma cells | U87-MG GRP78 promoter luciferase reporter, 16 h | Potency, µM, for inactives: top-dose activation, most hits filed as activators | hit rate 0.02% among 420,000; also: potency is read from the fitted curve at half-maximal effect; series mostly up to about 76 µM; % of control where 0% means no effect; nearly all actives have a fitted effect of over 35% in size
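Stably transfected U87-MG glioma cells carrying a GRP78-based luciferase sensor; 16 h compound incubation. Luminescence end-point read 10 min after Bright-Glo addition at room temperature.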
RXFP1 ag = agonists of human relaxin receptor RXFP1. HEK293T-RXFP1 cAMP TR-FRET, 30 min; response scale: percent of porcine relaxin response, buffer zero. hit rate 0.3% among 370,000. Q9HBX9. AID 2676. Potency, µM (titrated, usually from 57.5 µM), for inactives: top-dose activation, actives largely listed as activators; also: potency is read from the fitted curve at half-maximal effect; % is scaled to controls: 0 for no effect and ±100 for the full control effect; nearly all actives have a fitted effect of over 60% in size; many of its hits are not listed in these tables
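cAMP rise read by TR-FRET after 30 min, 37C compound exposure (up to 58 uM) in RXFP1-transfected HEK293 cells with Ro 20174 present. EC50 from Hill-equation fits, with 29 nM porcine relaxin as 100% and buffer as basal.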
Vif-APOBEC3G blk = inhibitors of Vif-APOBEC3G interaction; Q9HC16; HeLa A3G-eYFP + Vif (tagged APOBEC3G with the HIV-1 protein that degrades it), YFP fluorescence, overnight; Potency, µM (highest dose often 46.1 µM), for the others: at the highest dose activity, negative = active, most hits filed as inhibitors; hit rate 0.076% among 410,000; AID 602310;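 also: potency is read from the fitted curve at half-maximal effect; % is scaled to controls: 0 for no effect and ±100 for the full control effect; nearly all actives have a fitted effect of over 60% in size; hits raise eYFP signal because A3G escapes Vif-driven loss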
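Read-out is eYFP fluorescence (Ex 488/Em 500-530) from Vif-expressing HeLa A3G-eYFP cells; more signal means A3G escaped Vif-mediated degradation. Cells plated overnight, compound pinned in, incubated overnight at 37 deg C.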
TrxR1 substrate = is turned over as a substrate by rat TrxR1; hit rate 0.01% among 390,000; AID 588456; O89049; purified TrxR1 substrate turnover, NADPH consumption readout; Potency, µM (top dose mostly 114 µM), for the others: top-dose activity change, negative = substrate turnover; also: potency is read from the fitted curve at half-maximal effect; % is scaled to controls: 0 for no effect and ±100 for the full control effect; nearly all actives have a fitted effect of over 50% in size
Target sequence (O89049 whole entry, looked up): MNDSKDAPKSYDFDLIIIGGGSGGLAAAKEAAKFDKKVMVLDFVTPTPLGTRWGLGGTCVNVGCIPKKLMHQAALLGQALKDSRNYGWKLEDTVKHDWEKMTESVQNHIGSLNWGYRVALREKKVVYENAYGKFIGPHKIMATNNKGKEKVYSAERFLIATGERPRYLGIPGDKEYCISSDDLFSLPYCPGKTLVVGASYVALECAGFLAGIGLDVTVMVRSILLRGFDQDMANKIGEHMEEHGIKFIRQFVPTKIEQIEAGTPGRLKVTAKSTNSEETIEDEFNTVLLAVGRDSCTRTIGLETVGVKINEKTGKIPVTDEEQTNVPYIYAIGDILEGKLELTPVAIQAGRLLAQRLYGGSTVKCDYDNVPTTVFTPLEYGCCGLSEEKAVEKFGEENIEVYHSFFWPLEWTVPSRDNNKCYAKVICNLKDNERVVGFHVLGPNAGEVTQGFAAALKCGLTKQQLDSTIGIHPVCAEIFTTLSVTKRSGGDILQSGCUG
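Rat TrxR1, dispensed at 90 nM, was prereduced with 400 uM NADPH (final) for 5 min at ~22 deg C, then incubated with compound 15 min before 400 uM selenite. A first-read NADPH fluorescence drop versus no-compound background flagged substrates.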
An asterisk follows results filed as active; [ ] = remark or other dose. Unless noted, calls follow the shape of the dose curve; as a rule, active = well fitted curve in the direction sought with a large enough effect; inconclusive = small, poorly fitted or top-dose-only effect, or another doubt; inactive = no such curve, though single readings can be large; an effect the other way counts as inactive or inconclusive.

For CC(=O)c1cc2c(cc1NS(=O)(=O)c1ccccc1Br)OCO2 the results were mIDH1 inhibitor 1%, LDHA inh -1, Vif-APOBEC3F blk -2%, PI4K2A inh 0, USP1-UAF1 inh -21%, Glioma ERSR ind -1%, RXFP1 ag 4.6%, Vif-APOBEC3G blk -5% and TrxR1 substrate -7%.
For Cc1ccc(-c2onc(C)c2C)cc1S(=O)(=O)NCc1ccc(N(C)C)cc1 the results were mIDH1 inhibitor 6%, LDHA inh 2, Vif-APOBEC3F blk 0%, PI4K2A inh -2, USP1-UAF1 inh -18%, Glioma ERSR ind -3%, RXFP1 ag -1.5%, Vif-APOBEC3G blk 2% and TrxR1 substrate -3%[57.1 µM].
Screening CC(C)C(=O)Nc1ccc(NC(=S)NC(=O)c2ccc([N+](=O)[O-])cc2)cc1 returned mIDH1 inhibitor 10%, LDHA inh -5, Vif-APOBEC3F blk 0%, PI4K2A inh -7, USP1-UAF1 inh -10%, Glioma ERSR ind -2%, RXFP1 ag 1.5%, Vif-APOBEC3G blk 1% and TrxR1 substrate 8%[57.1 µM].
Screening COc1ccc(OC)c(S(=O)(=O)N2CCCC(C(=O)NCCc3ccccc3)C2)c1 (configuration not stated) returned mIDH1 inhibitor 5%, LDHA inh -3, Vif-APOBEC3F blk 0%, PI4K2A inh 1, USP1-UAF1 inh -7%, Glioma ERSR ind -1%, RXFP1 ag -1.0%, Vif-APOBEC3G blk 0% and TrxR1 substrate -10%.
Screening O=C(Cc1ccc([N+](=O)[O-])cc1)NCCS(=O)(=O)N1CCN(c2ccccc2)CC1 returned mIDH1 inhibitor -2%, LDHA inh -12, Vif-APOBEC3F blk -1%, PI4K2A inh -8, USP1-UAF1 inh -3%, Glioma ERSR ind -4% and Vif-APOBEC3G blk 0%.
Cc1ccc(Cl)cc1NC(=O)c1cc(NC(=O)CCCC(=O)O)ccc1N1CCCCC1 was read as mIDH1 inhibitor 2%, LDHA inh -8, Vif-APOBEC3F blk 3%, PI4K2A inh 5, USP1-UAF1 inh -19%, Glioma ERSR ind -5%, RXFP1 ag 0.2%, Vif-APOBEC3G blk -2% and TrxR1 substrate -5%.
For Cc1ccc(N2CCN(CCCN3C(=O)C4CCCN4C3=O)CC2)cc1 (configuration not stated) the results were mIDH1 inhibitor -1%, LDHA inh 0, Vif-APOBEC3F blk 0%, PI4K2A inh -6, USP1-UAF1 inh -7%, Glioma ERSR ind -4%, RXFP1 ag -0.7%, Vif-APOBEC3G blk 1% and TrxR1 substrate -17%.
Screening O=C(CN1CCN(Cc2ccccc2)CC1)N/N=C/c1ccco1 returned mIDH1 inhibitor 3%, LDHA inh 0, Vif-APOBEC3F blk 8%, PI4K2A inh 7, USP1-UAF1 inh -14%, Glioma ERSR ind -2%, RXFP1 ag 1.7%, Vif-APOBEC3G blk 0% and TrxR1 substrate -3%.
CC(OC(=O)c1ccco1)C(=O)Nc1nc(-c2ccccc2)cs1 (configuration not stated) was read as mIDH1 inhibitor 2%, LDHA inh -4, Vif-APOBEC3F blk -5%, PI4K2A inh -3, USP1-UAF1 inh 0%, Glioma ERSR ind 8%, Vif-APOBEC3G blk -11% and TrxR1 substrate inconclusive.
COc1cc(CNc2ccc(CNc3ncn[nH]3)cc2)ccc1OCc1ccccc1 was read as mIDH1 inhibitor 4%, LDHA inh 0, Vif-APOBEC3F blk -16%, PI4K2A inh 2, USP1-UAF1 inh -9%, Glioma ERSR ind 4%, RXFP1 ag -3.3%, Vif-APOBEC3G blk 1% and TrxR1 substrate -10%.
`CCOc1ccccc1C(=O)Nc1cc2c(cc1C)n(C)c(=O)c(=O)n2C` gave mIDH1 inhibitor 15%, LDHA inh -3, Vif-APOBEC3F blk 0%, PI4K2A inh -2, USP1-UAF1 inh -18%, Glioma ERSR ind -1%, RXFP1 ag 2.3%, Vif-APOBEC3G blk -4% and TrxR1 substrate -1%[57.1 µM].
For CN1C(=O)C(C)(C)c2cc(S(=O)(=O)NCc3ccc(Cl)cc3)ccc21 the results were mIDH1 inhibitor -7%, LDHA inh 0, Vif-APOBEC3F blk 2%, PI4K2A inh 0, USP1-UAF1 inh inconclusive, Glioma ERSR ind -3%, RXFP1 ag 2.9%, Vif-APOBEC3G blk 1% and TrxR1 substrate -2%.
For COc1ccccc1Cn1c(=S)[nH]c2ccc(Br)cc2c1=O the results were mIDH1 inhibitor 12%, LDHA inh -5, Vif-APOBEC3F blk 18%, PI4K2A inh 3, USP1-UAF1 inh -18%, Glioma ERSR ind 0%, RXFP1 ag 12%, Vif-APOBEC3G blk -11% and TrxR1 substrate 4%.
Screening CC(C1CC1)N(C(=O)c1ccccc1O)c1ccccc1 (configuration not stated) returned mIDH1 inhibitor 4%, LDHA inh -1, Vif-APOBEC3F blk 0%, PI4K2A inh 5, USP1-UAF1 inh -18%, Glioma ERSR ind 2%, RXFP1 ag -0.6%, Vif-APOBEC3G blk 0% and TrxR1 substrate 9%.
`Nc1c2c(nc3ccccc13)CSCC2` gave mIDH1 inhibitor 22%, LDHA inh -2, Vif-APOBEC3F blk -11%, PI4K2A inh -3, USP1-UAF1 inh -8%, Glioma ERSR ind -1%, Vif-APOBEC3G blk 0% and TrxR1 substrate 4%.
For CSC1=N/C(=C/c2cccnc2)C(=O)N1Cc1ccccc1 the results were mIDH1 inhibitor 1%, LDHA inh -5, Vif-APOBEC3F blk -3%, PI4K2A inh 2, USP1-UAF1 inh -13%, Glioma ERSR ind 1%, RXFP1 ag -0.1%, Vif-APOBEC3G blk 0% and TrxR1 substrate 4%.
Cc1cccc(-n2c(SCC(=O)N(C)C3CCS(=O)(=O)C3)nc3ccccc3c2=O)c1C (configuration not stated) was read as mIDH1 inhibitor 1%, LDHA inh -6, Vif-APOBEC3F blk 0%, PI4K2A inh 2, USP1-UAF1 inh -2%, Glioma ERSR ind -1%, RXFP1 ag 0.5%, Vif-APOBEC3G blk 0% and TrxR1 substrate -8%.
`COC(=O)c1ccc(COc2ccc3ccc(=O)oc3c2)o1` gave mIDH1 inhibitor 11%, LDHA inh -5, Vif-APOBEC3F blk 7%, PI4K2A inh -3, USP1-UAF1 inh -24%, Glioma ERSR ind -1%, RXFP1 ag 0.0%, Vif-APOBEC3G blk 1% and TrxR1 substrate 41%[activator].
Screening Cc1cccc(Oc2nc3c(C)cccn3c(=O)c2/C=C(\C#N)c2nc3ccccc3[nH]2)c1 returned mIDH1 inhibitor -11%, LDHA inh 16, Vif-APOBEC3F blk inconclusive, PI4K2A inh 5, USP1-UAF1 inh -2%, Glioma ERSR ind -2%, RXFP1 ag -0.7%, Vif-APOBEC3G blk -3% and TrxR1 substrate 4%[57.1 µM].
Screening COc1ccc(C(=O)N2CCC(C(=O)Nc3cccc(C)c3)CC2)cc1OC returned mIDH1 inhibitor -1%, LDHA inh -6, Vif-APOBEC3F blk -3%, PI4K2A inh 0, USP1-UAF1 inh -8%, Glioma ERSR ind -5%, RXFP1 ag 0.5%, Vif-APOBEC3G blk 0% and TrxR1 substrate 12%.
For COc1cc2c(C(=O)N3CCN(C)CC3)c(CSc3ccccc3)n(C)c2cc1Br the results were mIDH1 inhibitor 6%, LDHA inh 1, Vif-APOBEC3F blk 5%, PI4K2A inh 2, USP1-UAF1 inh -15%, Glioma ERSR ind -8%, RXFP1 ag 0.4%, Vif-APOBEC3G blk -5% and TrxR1 substrate 2%[57.1 µM].
For C/C(=N\Nc1ncc(Cl)cc1Cl)c1ccccn1 the results were mIDH1 inhibitor 6%, LDHA inh 10, Vif-APOBEC3F blk inconclusive, PI4K2A inh 5, USP1-UAF1 inh -6%, Glioma ERSR ind -15%, RXFP1 ag 3.2%, Vif-APOBEC3G blk 2% and TrxR1 substrate -6%[57.1 µM].
Cc1ccc(S(=O)(=O)c2nc(-c3ccc(F)cc3)oc2SCC(=O)c2ccccc2)cc1 was read as mIDH1 inhibitor -9%, LDHA inh -4, Vif-APOBEC3F blk 4%, PI4K2A inh 3, USP1-UAF1 inh -3%, Glioma ERSR ind -2%, RXFP1 ag -3.6%, Vif-APOBEC3G blk 1% and TrxR1 substrate -9%.
`Cc1c(C)n(Cc2ccc(F)cc2)c2ccc(C(=O)NCCCN3CCOCC3)cc12` gave mIDH1 inhibitor 0%, LDHA inh -5, Vif-APOBEC3F blk -6%, PI4K2A inh -7, USP1-UAF1 inh -8%, Glioma ERSR ind -5%, RXFP1 ag -1.7%, Vif-APOBEC3G blk 1% and TrxR1 substrate -2%.
COc1cccc(OCC(=O)NCCS(=O)(=O)N2CCN(c3ccccc3)CC2)c1 was read as mIDH1 inhibitor 4%, LDHA inh -3, Vif-APOBEC3F blk 0%, PI4K2A inh -2, USP1-UAF1 inh -21%, Glioma ERSR ind 0% and Vif-APOBEC3G blk -4%.
Screening COCc1ccc(CN2CCCCC2C(=O)Nc2ccc(Oc3ccccc3)nc2)o1 (configuration not stated) returned mIDH1 inhibitor 7%, LDHA inh 1, Vif-APOBEC3F blk -1%, PI4K2A inh 1, USP1-UAF1 inh -17%, Glioma ERSR ind -4%, RXFP1 ag -2.6%, Vif-APOBEC3G blk -25% and TrxR1 substrate -1%.

Only part of the results is shown (hit frequency here may not be typical).
